MITF inh: inhibitors of human MITF; inhibition, % at 2.6 µM; 650,000 tested, 0.91% active; AlphaScreen MITF homodimerization, bead proximity signal; AID 1259374; in the data active = inhibition above about 50%;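 note: 0% = vehicle wells with protein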
FBW7 act: activators of human E3 ligase FBW7 | AlphaScreen FBW7–phospho-cyclin E peptide binding, activator screen | normalized activity (activation), % at 26.1 µM | 650,000 tested, 0.13% active; in the data active = normalized activity above about 1.9%;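 note: purified mutant Fbw7 with reduced substrate affinity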
Target sequence (Q969H0 whole entry, looked up): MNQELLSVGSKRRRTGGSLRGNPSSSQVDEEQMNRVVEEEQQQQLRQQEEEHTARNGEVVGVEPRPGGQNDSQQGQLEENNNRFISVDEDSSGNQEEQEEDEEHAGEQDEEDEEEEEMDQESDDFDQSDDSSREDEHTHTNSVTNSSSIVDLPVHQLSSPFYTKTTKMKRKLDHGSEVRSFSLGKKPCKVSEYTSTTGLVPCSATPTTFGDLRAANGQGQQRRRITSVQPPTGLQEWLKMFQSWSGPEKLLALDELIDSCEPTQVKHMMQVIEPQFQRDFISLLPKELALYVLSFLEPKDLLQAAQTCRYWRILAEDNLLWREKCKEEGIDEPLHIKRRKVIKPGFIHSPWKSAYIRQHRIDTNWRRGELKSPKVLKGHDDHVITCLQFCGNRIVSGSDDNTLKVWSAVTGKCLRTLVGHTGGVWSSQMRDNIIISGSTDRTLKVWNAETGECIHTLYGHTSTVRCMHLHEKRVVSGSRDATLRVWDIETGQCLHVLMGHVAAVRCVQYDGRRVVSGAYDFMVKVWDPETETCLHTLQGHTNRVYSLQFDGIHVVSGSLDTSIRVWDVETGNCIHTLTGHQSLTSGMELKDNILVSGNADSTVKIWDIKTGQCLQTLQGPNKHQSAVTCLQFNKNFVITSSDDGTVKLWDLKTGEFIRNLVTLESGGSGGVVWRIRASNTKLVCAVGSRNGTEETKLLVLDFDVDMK
TEAD-YAP block: TEAD-YAP interaction inhibition. 640,000 tested, 1.4% active. HEK-TIYL cells, TEAD-Gal4/YAP UAS-luciferase luminescence. inhibition, % at 9.12 µM; in the data active = inhibition above about 32%;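 note: 0% = median of test compound wells and 100% = reference inhibitor wells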
GPR151 activ: activators of human GPR151. Q8TDV0. PathHunter beta-arrestin GPR151 cells, luminescence. activation, % at 11.2 µM. 650,000 tested, 1% active. AID 1508602; in the data active = activation above about 4.9%;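 note: 0% = median of compound wells and 100% = cells with positive control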
Target sequence (Q8TDV0 whole entry, looked up): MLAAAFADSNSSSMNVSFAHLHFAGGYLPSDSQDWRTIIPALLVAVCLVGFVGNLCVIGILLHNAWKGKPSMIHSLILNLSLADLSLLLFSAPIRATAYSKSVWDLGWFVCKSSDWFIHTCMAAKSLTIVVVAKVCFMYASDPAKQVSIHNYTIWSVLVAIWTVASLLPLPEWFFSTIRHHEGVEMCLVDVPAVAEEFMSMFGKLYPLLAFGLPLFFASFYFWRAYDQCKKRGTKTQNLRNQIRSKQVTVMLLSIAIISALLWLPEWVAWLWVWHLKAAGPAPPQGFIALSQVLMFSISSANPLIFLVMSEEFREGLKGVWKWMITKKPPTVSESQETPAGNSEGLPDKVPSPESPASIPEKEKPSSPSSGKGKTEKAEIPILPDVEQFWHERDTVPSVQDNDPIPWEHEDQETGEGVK
Numbers without * were called inactive.

SMILES	MITF inh	FBW7 act	TEAD-YAP block	GPR151 activ
Cc1ccc(C2C(=O)N(C3CCCCC3)CC(=O)N2CCc2ccc(Cl)cc2)cc1 (configuration not stated)	-3	-0.1	-12	0.1
Fc1ccccc1CSc1nnc(-c2ccc3c(c2)OCO3)o1	0	0.0	8	-2.0
CCOC(=O)C1=C(C)NC(=S)NC1c1ccc(OCC(=O)OC)c(Br)c1 (configuration not stated)	12	0.9	-12	-2.0
CN1CCCc2cc(C(CNS(=O)(=O)c3ccc(Cl)cc3)N3CCOCC3)ccc21 (configuration not stated)	4	-0.2	-5	-0.2
COc1ccc(CC2(CCC(=O)NCCc3ccc(C(F)(F)F)cc3)CCC(=O)N2)cc1 (configuration not stated)	-21	0.2	-4	-0.4
O=C1c2ccccc2C(=O)N1CCCCN(C(=O)c1cccs1)c1ccc(F)cc1F	-5	0.0	-3	1.5
O=C(N1CCC(Nc2nc3c(c(=O)[nH]2)CCC3)CC1)C1(c2ccccc2)CC1	-18	-0.2	7	1.3
Cc1cccc(C(=O)Nc2nnc(SCC(=O)NCC3CCCO3)s2)c1 (configuration not stated)	7	0.1	-22	0.4
CC(C)c1ccc(CN2CC(C(=O)Nc3ccccc3)CC2=O)cc1 (configuration not stated)	-3	-0.3	14	-1.4
CCSc1nc2c(c(=O)[nH]1)C(c1cccs1)C1=C(CCCC1=O)N2 (configuration not stated)	-5	-0.1	-1	0.9
Cc1cccc(C)c1OCCNC(=O)CCCc1c[nH]c2ccccc12	-8	0.0	-2	0.6
COc1ccc(NC(=O)CSc2nc(-c3ccccc3)cn2-c2cccc(C)c2)cc1	5	-0.1	-4	4.0
COc1cccc(NC(=O)CCC2CCN(C(=O)Cc3nonc3C)CC2)c1	-2	-0.1	-1	-1.6
FC(F)(F)c1cccc(-n2cc(-c3ccccc3)c3c(NCCc4ccc(Cl)cc4)ncnc32)c1	-1	-0.1	8	-0.1
Cn1c(=O)c2c(nc(NCc3ccco3)n2CC(O)CO)n(C)c1=O (configuration not stated)	-15	-0.2	4	1.1
O=C(CN1C(=O)c2ccccc2S1(=O)=O)Nc1ccc(Br)cc1	8	0.3	27	-0.7
COc1ccccc1NC(=O)N1CCNCC1	4	0.0	3	0.4
CC1CCCCN1CCN1C(=O)C2C(C(=O)Nc3cc(Cl)cc(Cl)c3)C3C=CC2(O3)C1C(=O)NC1CCCCC1 (configuration not stated)	8	0.0	-5	0.1
COCCCn1c(=S)[nH]c2ccccc2c1=O	2	0.1	-8	-0.1
CC(=O)Nc1ccc(-c2cc(NC(=O)C(O)c3ccc(Cl)cc3)cc3cn[nH]c23)cc1 (configuration not stated)	-14	0.2	11	1.1
CN(CCc1ccccn1)Cc1ccc2c(c1)CN(Cc1cccs1)CCO2	20	0.4	6	-0.2
Cc1ccc(-c2cccc3ccc(N4CCN(c5ncnc6nc[nH]c56)CC4)nc23)cc1	9	0.0	2	-1.4
CC[C@H](C)NC(=O)Cc1ccc(NC2=NC3CS(=O)(=O)CC3S2)cc1 (some centres not stated)	-5	-0.1	3	-0.1
CC(=O)c1cc2c(cc1NC(=O)c1ccccc1I)OCCO2	14	0.2	12	-0.7
Cc1nc(C(=O)Nc2cccc(C(F)(F)F)c2)cc2c1[nH]c1ccccc12	1	0.1	-1	3.5
COC(C(=O)Nc1ccc(Cl)cc1C)c1ccccc1 (configuration not stated)	22	0.9	5	-0.9
COc1ccc(/C=C/c2nc3cc([N+](=O)[O-])ccc3s2)cc1O	-4	0.2	-35	0.2
CC(Oc1ccc(Cl)cc1Cl)C(=O)Nc1ccc(S(N)(=O)=O)cc1 (configuration not stated)	8	-0.1	-25	1.0
C/C(=N\Nc1ccc(S(=O)(=O)Nc2ccccc2)cc1[N+](=O)[O-])c1ccc(C#N)cc1	0	-0.1	3	0.5
COCCCNC(=O)CN1C(=O)COc2ccc(C(C)(C)C)cc21	1	0.2	-8	-0.5

In another format: three of the compounds above.
compound | MITF inh | FBW7 act | TEAD-YAP block | GPR151 activ
CC[C@H](C)NC(=O)Cc1ccc(NC2=NC3CS(=O)(=O)CC3S2)cc1 (some centres not stated) | -5 | -0.1 | 3 | -0.1
CC1CCCCN1CCN1C(=O)C2C(C(=O)Nc3cc(Cl)cc(Cl)c3)C3C=CC2(O3)C1C(=O)NC1CCCCC1 (configuration not stated) | 8 | 0.0 | -5 | 0.1
O=C(N1CCC(Nc2nc3c(c(=O)[nH]2)CCC3)CC1)C1(c2ccccc2)CC1 | -18 | -0.2 | 7 | 1.3

Following part.
SMILES	MITF inh	FBW7 act	TEAD-YAP block	GPR151 activ
COc1ccc(NC(=O)C(=O)NCC(c2ccco2)S(=O)(=O)c2ccc(C)cc2)cc1 (configuration not stated)	11	0.0	3	-0.6
O=C1Nc2ccc(Br)cc2/C1=C/C1CC=CCC1 (configuration not stated)	19	0.2	23	2.2
N#CC1=C(N)N(c2ncn[nH]2)C2=C(C(=O)CCC2)C1c1cccc(Br)c1 (configuration not stated)	-4	-0.1	1	-0.5
O=C(COC(=O)c1sc2cc(Cl)ccc2c1Cl)NCCCN1CCCC1=O	-9	-0.1	-2	1.4
Cn1c(=O)c2c(n(C)c1=O)n1c(-c3ccccc3)nnc1n2CCc1ccccc1	-2	-0.1	-5	-0.6
Cc1c(/C=C/c2nc3ccccc3c(=O)n2-c2ccccc2[N+](=O)[O-])c2ccccc2n1C	-9	0.1	-15	-0.5
COC(=O)Cc1c(C)c2ccc(OCC(=O)OCc3ccccc3)c(C)c2oc1=O	-1	-0.1	15	3.2
CN(C)/C(=N\Nc1ccc([N+](=O)[O-])cc1)P(=O)(N1CCOCC1)N1CCOCC1	16	0.6	7	-0.5
CCOc1ccc(-c2[nH]ncc2CNCCOC)cc1Cl	11	0.5	-2	0.4
O=C(O)CC(NC(=O)c1cncc(O)c1)C(=O)O (configuration not stated)	15	0.3	-2	2.1
COc1ccc(-c2cc(C(=O)O)c3ccccc3n2)cc1OC	2	0.1	4	-0.6
Cn1c(SCc2nc(-c3cccs3)no2)nnc1-c1ccco1	9	0.1	4	2.1
Cc1ccc(S(=O)(=O)N(C)CCCC(=O)NC(C)(C)C)cc1	13	0.1	8	0.6
Cc1cc(Cl)ccc1N(CC(=O)Nc1ccccc1Cl)S(C)(=O)=O	-3	0.1	4	0.9
CC(=O)c1ccc(N2CCN(c3ncnc4c3c(-c3ccccc3)cn4-c3cccc(Cl)c3)CC2)cc1	12	-0.1	5	-0.2
COc1ccc(C(=O)N(c2nc(C(F)(F)F)c(-c3ccc(Cl)cc3)s2)c2ccc(C)cc2C)cc1OC	11	0.0	9	-0.1
Cc1cc(C)c2nc(SCC(=O)Nc3cc(C)on3)c(C#N)cc2c1	4	0.6	1	0.7
CCOC(=O)CSc1nnc(CNC(=O)C23CC4CC(CC(C4)C2)C3)n1CC	11	0.2	-4	-1.5
O=S1(=O)N=C(SCc2ccc(Cl)cc2)Nc2ccccc21	0	0.0	-34	0.3
COc1ccccc1/C=C1\N=C(c2ccccc2F)OC1=O	-4	-0.2	0	1.5

Just GPR151 activ and TEAD-YAP block, for 2 of the compounds above:
| SMILES | GPR151 activ | TEAD-YAP block |
| --- | --- | --- |
| Cc1nc(C(=O)Nc2cccc(C(F)(F)F)c2)cc2c1[nH]c1ccccc12 | 3.5 | -1 |
| Cc1ccc(S(=O)(=O)N(C)CCCC(=O)NC(C)(C)C)cc1 | 0.6 | 8 |

(listing goes on)
SMILES	MITF inh	FBW7 act	TEAD-YAP block	GPR151 activ
Cc1ccc2nc(Nc3ccc4c(c3)OCCO4)cc(C)c2c1	-5	-0.2	-38	1.6
CCN1C(=O)C(c2ccc(F)cc2)C2(CCN(C(=O)Cc3nc4ccccc4[nH]3)CC2)C1=O (configuration not stated)	-7	-0.1	-8	-0.8
CC(C)NC(=O)N(CC1CC1)C1CCN(CCc2ccccn2)CC1	4	0.1	-3	-0.2
Cc1cc2nnc(SCC(=O)NCCc3ccccc3)n2c2ccccc12	1	0.9	-1	-1.3
N#CCSc1nc2c(sc(=S)n2Cc2ccccc2)c(=O)n1Cc1ccccc1	1	0.1	-19	0.9
COCCNc1nc2nonc2nc1N1CCC(CN2CCOCC2)CC1	4	0.0	7	0.7
CCOC(=O)CN1C(=O)SC(Nc2cccc(C(=O)O)c2)C1=O (configuration not stated)	18	0.1	-11	0.7
CC(=O)Nc1nc(C)c(-c2csc(Nc3cccc([N+](=O)[O-])c3)n2)s1	16	0.8	6	-0.1
COc1cc(CNc2ccc3ncc(-c4ccc(CO)cc4)n3n2)cc(OC)c1OC	17	0.7	-27	0.2
COc1ccc(N2C(=O)NC3c4ccccc4OC2(C)C3C)cc1 (configuration not stated)	7	0.0	-11	-1.3
CC(=O)Nc1ccccc1-c1cnn(-c2ccccc2)c1	-7	-0.1	3	2.0
CC(=O)Oc1ccc2c(=O)c(Oc3ccccc3C)c(C)oc2c1C	8	0.1	8	-1.0
Cc1ccc(Cc2cnc(NC(=O)CCCOc3ccc(Br)cc3)s2)cc1	6	0.1	9	-0.1
CC(C)CCN1CCN(Cc2cnc(-c3ccccc3)s2)CC1CCO (configuration not stated)	2	-0.1	11	-1.4
CC(C)c1ccc(/C=N/NC(=O)C(=O)NCc2ccncc2)cc1	8	0.0	5	1.2
CC(=O)Nc1ccc(C(=O)CSc2nnc3scc(-c4ccc(F)cc4)n23)cc1	2	-0.1	1	1.2
O=C1OC(c2ccccc2)=N/C1=C\c1ccccc1I	-2	0.0	-9	-0.7
Cc1ccc(S(=O)(=O)NC(CC(=O)NCc2ccccc2Cl)c2ccco2)cc1 (configuration not stated)	6	0.2	6	-1.1
COc1ccccc1C(=O)Oc1ccc(Cl)cc1NC1=NS(=O)(=O)c2ccccc21	-3	0.0	-8	0.1
O=C(Nc1ccc2c(c1)OCO2)c1ccc(Cl)cc1[N+](=O)[O-]	4	-0.1	-22	1.3
Cc1cc(C)c(S(=O)(=O)Nc2c(C)n(C)n(-c3ccccc3)c2=O)c(C)c1	4	-0.2	-12	1.7
CC(=O)c1cccc(-c2nc(Nc3ccc(Oc4ccccc4)cc3)c3ncn(-c4ccsc4)c3n2)c1	0	0.1	9	5.3*
CC(C(=O)Nc1cc([N+](=O)[O-])ccc1Cl)N(C)CC(=O)Nc1ccc(F)c(F)c1F (configuration not stated)	9	0.1	4	-1.2
CCN(CC)CCSCCOC(=O)c1oc2ccccc2c1C	-13	0.6	-5	0.9
CCOC(=O)C1=C(C)N=c2s/c(=C/c3cccnc3)c(=O)n2C1c1ccc(OC(C)=O)cc1 (configuration not stated)	-4	-0.1	4	0.5
COc1cc([N+](=O)[O-])cc(/C=N/N(C)C2=NS(=O)(=O)c3ccccc32)c1O	-10	0.0	-4	-0.1
Cc1ccc(C(=O)N[C@H](C(=O)Nc2ccc(F)cc2)C(C)C)cc1	7	0.3	7	0.9
COc1ccc(CCNC(=O)c2ccc(Cn3c(SCC(=O)NCC4CCCO4)nc4cc5c(cc4c3=O)OCO5)cc2)cc1OC (configuration not stated)	3	0.0	0	1.3
COc1ccc(-c2nnc(NC(=O)c3cc(Cl)ccc3Cl)o2)cc1	7	0.7	-3	-0.8
Cc1c(OCc2ccccc2F)ccc2c3c(c(=O)oc12)CCC3	7	0.1	-7	0.0
CCOC(=O)COc1ccc(S(=O)(=O)Nc2cccc(SC)c2)cc1	-2	0.0	-1	1.3
O=c1[nH]c(Nc2nc3ccccc3o2)nc2nccnc12	43	-0.5	-11	-1.5
Cc1cc(NS(=O)(=O)c2cc(C(=O)Nc3ccccc3)ccc2Br)no1	-2	-0.1	3	-0.8
CCCCN(CCCC)S(=O)(=O)c1ccc(C(=O)Nc2sc3c(c2C(=O)OCC)CCN(C(=O)OCC)C3)cc1	15	0.2	15	2.4
Cc1ccc(N(Cc2ccco2)S(=O)(=O)c2ccc(F)cc2)cc1	2	0.0	5	-0.9
O=C(NC1CCCC1)C(c1ccncc1)N(C(=O)c1ccco1)c1ccc(Cl)cc1 (configuration not stated)	3	0.1	-3	-0.1
CC(C)NC(=O)CN(Cc1ccc2c(c1)OCO2)C(=O)CCC(=O)Nc1nccs1	4	-0.1	5	1.9
Cc1cc(C)cc(Nc2ncnc3c2c(-c2ccccc2)cn3-c2cccc(Cl)c2)c1	5	-0.1	6	0.3
CCCCCC(=O)N1c2ccccc2NC2=C(C(=O)CC(c3ccc(C(C)(C)C)cc3)C2)C1c1cccnc1 (configuration not stated)	-2	-0.2	8	-0.2
Cc1ccc2c(c1)cc1c(=O)n(CC(=O)NCc3ccccc3)nc(C)n12	0	0.0	-10	0.0
Cc1cc(C)c2c(c1)c(-c1ccccc1)c(-c1ccccc1)n2CC(O)Cn1nnc2ccccc21 (configuration not stated)	5	-0.3	-10	1.3
O=C(Nc1ccc(Cl)cc1)c1cc(S(=O)(=O)N2CCOCC2)cs1	14	0.1	26	0.3
Cc1nc(NN2C(=O)NC3(CCCCC3)C2=O)c2c(C)c(C)sc2n1	-1	-0.1	-5	0.6
CCOC(=O)c1cc2c(=O)n3ccccc3nc2n(C)c1=NC(=O)c1cc(C)cc(C)c1	11	1.3	3	-1.0
COCCNC(=O)COc1ccccc1	-3	-0.2	-4	-0.2
Cc1ccc2cc3cc(C(=O)NCCN4CCOCC4)oc3nc2c1	1	-0.2	2	0.8

Profiles, looked up by structure. Screens in order: MITF inh, FBW7 act, TEAD-YAP block, GPR151 activ
Cn1c(=O)c2c(n(C)c1=O)n1c(-c3ccccc3)nnc1n2CCc1ccccc1 reads -2, -0.1, -5, -0.6
CC(=O)Nc1ccc(-c2cc(NC(=O)C(O)c3ccc(Cl)cc3)cc3cn[nH]c23)cc1 (configuration not stated) reads -14, 0.2, 11, 1.1
CC(=O)c1cccc(-c2nc(Nc3ccc(Oc4ccccc4)cc3)c3ncn(-c4ccsc4)c3n2)c1 reads 0, 0.1, 9, 5.3*
Cc1ccc(C(=O)N[C@H](C(=O)Nc2ccc(F)cc2)C(C)C)cc1 reads 7, 0.3, 7, 0.9
CC(C)c1ccc(/C=N/NC(=O)C(=O)NCc2ccncc2)cc1 reads 8, 0.0, 5, 1.2

Screens from PubChem.
